HSP90 inh = blocks HSP90-mediated luciferase refolding in reticulocyte lysate; inhibition, % at 5.6 µM; Rabbit reticulocyte lysate, luciferase refolding luminescence, 3 h; AID 1789; 290,000 tested, 0.91% active;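 active = inhibition above the screen-wide mean plus 3 SD, computed separately per campaign, cut at about 16% in these data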;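 note: 0% = DMSO wells and 100% = 60 µM geldanamycin wells; inhibitors lower the luminescence because luciferase stays unfolded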
PolyA inhibitor = blocks polyadenylation in yeast reporter cells | S. cerevisiae SKY197-pL101 polyadenylation reporter, beta-gal luminescence; efflux-impaired pdr1/pdr3 knockout yeast; score 100 = 6 SD above DMSO | calls only at 12 µM | 300,000 tested, 0.02% active | AID 1875;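 active = lowest replicate activity score at least 50, where 100 means six control SD above control mean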;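 note: yeast exposed to compound for 9 h at 30 °C; higher score means more reporter readthrough which indicates perturbed polyadenylation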
KLF5 inhibitor = suppresses KLF5 promoter-driven expression. DLD-1 KLF5 promoter-luciferase reporter, luminescence. inhibition, % at 5 µM. 290,000 tested, 0.23% active;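 active = inhibition above a per-plate limit of that plate's mean compound inhibition plus 3 SD, cut at about 60% in these data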;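 note: 0% = DMSO wells and 100% = LY294002 at 200 µM; higher means less KLF5 promoter-driven luciferase light; inactives centre near -14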
HSF1 inh = HSF1 inhibition; NIH3T3-HGL HSE-luciferase, MG132-induced, luminescence 8 h; hits give low values; 300,000 tested, 0.77% active; activity change, negative = inhibition, % at 7.5 µM (by protocol);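 active = more than half of replicate wells show activity change below -50%, luminescence cut by over half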;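 note: luciferase reports HSF-1 transcriptional activity via heat shock element; 0% = median of DMSO wells and -100% = zero luminescence signal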
GSK3A inh = blocks human GSK-3 alpha kinase. P49840. ADP-Glo luminescence, 60 min. inhibition, % at 10 µM. 320,000 tested, 0.1% active. AID 2650;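 in the data active = inhibition above about 50%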;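 note: GST-tagged GSK-3 alpha with peptide substrate and 25 µM ATP; 0% = DMSO neutral wells and 100% = GW8510 positive control wells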
Target sequence (P49840 whole entry, looked up): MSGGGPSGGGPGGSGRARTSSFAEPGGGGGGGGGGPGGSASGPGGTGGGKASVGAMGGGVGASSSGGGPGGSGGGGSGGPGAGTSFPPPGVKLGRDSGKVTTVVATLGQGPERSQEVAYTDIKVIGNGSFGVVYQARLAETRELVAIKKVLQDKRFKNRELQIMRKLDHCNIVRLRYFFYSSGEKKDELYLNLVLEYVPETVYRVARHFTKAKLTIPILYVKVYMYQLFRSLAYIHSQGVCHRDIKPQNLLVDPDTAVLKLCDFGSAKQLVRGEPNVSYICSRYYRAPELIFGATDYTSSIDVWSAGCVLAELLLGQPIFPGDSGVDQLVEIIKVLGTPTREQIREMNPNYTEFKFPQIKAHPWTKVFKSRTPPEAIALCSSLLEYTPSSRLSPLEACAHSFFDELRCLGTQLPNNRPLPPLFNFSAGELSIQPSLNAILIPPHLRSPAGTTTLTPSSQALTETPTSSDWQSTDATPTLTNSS
HSF1 activator = increases HSF-1 driven luciferase reporter signal | NIH3T3-HGL HSF-1 luciferase reporter, MG132, 8 h; 100% = twice DMSO control signal | activation, % at 9 µM | 300,000 tested, 1.7% active | AID 504408;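 active = mean replicate activation of at least 50% with a set share of replicates each reaching 50%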;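 note: 0% = median of the neutral control wells and 100% = twice that signal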
GSK3beta inhib = blocks human GSK3beta kinase activity. GST-GSK3beta kinase, ADP-Glo luminescence, 60 min; hits give low values. activity score (negative = inhibition), % at 10 µM. 300,000 tested, 0.038% active. AID 2097;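 active = more than half of replicate wells score below -50%, meaning over 50% inhibition versus plate controls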;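 note: 0% = median DMSO wells and -100% = median GW8510 positive control wells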
Target sequence (P49841 whole entry, looked up): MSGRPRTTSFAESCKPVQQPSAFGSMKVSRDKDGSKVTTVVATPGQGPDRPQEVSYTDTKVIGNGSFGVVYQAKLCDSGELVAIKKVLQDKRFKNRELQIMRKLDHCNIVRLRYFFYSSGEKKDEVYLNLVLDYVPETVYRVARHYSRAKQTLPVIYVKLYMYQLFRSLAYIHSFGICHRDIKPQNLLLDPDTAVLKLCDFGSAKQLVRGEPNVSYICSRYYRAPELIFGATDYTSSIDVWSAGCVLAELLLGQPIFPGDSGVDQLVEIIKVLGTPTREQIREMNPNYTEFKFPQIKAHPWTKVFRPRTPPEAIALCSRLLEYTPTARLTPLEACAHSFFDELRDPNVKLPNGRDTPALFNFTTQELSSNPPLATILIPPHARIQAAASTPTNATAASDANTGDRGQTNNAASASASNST
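Assay system: GST-fused GSK3beta enzyme, cell-free / Medium: Tris pH 7.5 buffer with MgCl2, DTT, BSA, heparin / Also added: peptide substrate plus 25 µM ATP (final) / Compound: 10 µM single point / Timing: kinase reaction with compound 60 min at room temperature / Detection: ADP-Glo luminescence / Benchmarks: DMSO neutral wells and GW8510 at 20 µM as positive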
aSyn UTR inh = MLPCN primary screen, SNCA 5' untranslated region; inhibition, % (tested at 7.5 µM); AID 1813; alpha-synuclein 5'UTR reporter, inhibitor activity; 300,000 tested, 0.82% active; in the data active = inhibition above about 60%;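 note: H4 neuroglioblastoma cells stably carrying SNCA 5'UTR luciferase fusion; 0% = DMSO wells and 100% = positive control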
AI-2 QS mod = modulates the Vibrio harveyi AI-2 quorum sensing system | activity change, % at 7.5 µM | 300,000 tested, 0.4% active | Vibrio harveyi JMH597 AI-2 luminescence/OD600 ratio, 9 h; hits give low values; strain lacks LuxN and CqsS sensors; 0 = neutral-control median; in the data active = activity change below about -75%, passing the limit was not always enough;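 note: luminescence divided by OD600 gain over 9 h not by final OD600 alone; inactives centre near 13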
IEC-6 tox = counter-screen for KLF5 inhibitors: cytotoxicity in IEC-6 cells | IEC-6 cytotoxicity, luminescence viability | 290,000 tested, 0.78% active | inhibition, % at 5 µM; in the data active = inhibition above about 22%;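 note: 0% = plate median of test compound wells and 100% = cytotoxic reference compound wells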
The depositor's hits bear a star; i = inactive; · = not tested or not shown. Not all compounds are listed; the hit share may differ from the screen's.

entry	molecule	HSP90 inh	HSF1 activator	HSF1 inh	IEC-6 tox	GSK3beta inhib	KLF5 inhibitor	GSK3A inh	PolyA inhibitor	AI-2 QS mod	aSyn UTR inh
1	O=C(CCSc1nnc(-c2ccncc2)o1)Nc1ccc(F)cc1	-3	45	10	5	-3	4	0	i	19	4
2	O=c1cc(CN2CCN(c3ccccc3)CC2)c2c(ccc3ccccc32)o1	-1	·	·	5	-3	-10	0	·	23	·
3	Cc1ccc(-n2nc3ccc(NC(=O)c4ccc5c(c4)OCO5)cc3n2)cc1	1	0	-14	-3	-1	-29	3	i	18	-46
4	COc1cccc(/C=N/NC(=O)c2[nH]nc3c2CCc2ccccc2-3)c1	3	6	0	23*	1	27	-2	i	25	-69
5	CC1(C)Cc2c(C#N)c(N3CCN(C(=O)c4ccco4)CC3)nc(Cc3ccccc3)c2CO1	-3	38	13	1	1	-10	0	i	9	34
6	Cn1c2c(c(=O)n(C)c1=O)C(c1ccc(Br)cc1)C(C#N)=C(N)N2 (stereo unspecified)	-1	-2	-6	3	3	-40	-1	i	18	16
7	Cc1cc(C)c2c(c1)c1nnc(SCCN3CCOCC3)nc1n2C	-3	2	0	-1	-2	0	·	i	20	-18
8	Cc1ccc(-n2nnnc2-c2cnc3ccc(Cl)cc3c2-c2ccccc2)cc1	1	-16	-2	4	4	-21	0	i	5	11
9	c1ccc2[nH]c(N3CCOCC3)nc2c1	4	1	-4	2	3	-18	-1	i	11	-19
10	Cc1ccc(-c2cc(C(=O)N/N=C/C=C/c3ccccc3)n[nH]2)o1	2	8	1	0	-1	-2	-1	i	23	-6
11	COCC(=O)N(CCN(C)C)Cc1cc2cc3c(cc2nc1Cl)OCO3	4	-10	-2	2	1	-7	-1	i	13	13
12	O=C(O)C1CC(=O)N(c2ccc(OCc3c(F)cccc3Cl)cc2)C1 (stereo unspecified)	4	-2	-10	-1	2	-17	24	i	28	22
13	Cc1ccc(S(=O)(=O)NC(=O)c2ccc(Br)o2)cc1	2	1	-4	-3	3	-13	-5	i	35	1
14	Cc1ccccc1N1CCN(C2CCCN(C(=O)c3ccnn3C)C2)CC1 (stereo unspecified)	-1	6	0	-2	-5	-15	-1	i	-1	-5
15	COc1cccc(NC(=O)c2cc(OC)c(OC)c(OC)c2Br)c1	3	10	-4	-3	6	-4	·	i	20	-14
16	COCCCN1C(=O)c2ccc(C(=O)Nc3ccc(OC)cc3)cc2C1=O	6	15	8	3	-1	-19	-3	i	11	-22
17	O=C(CSc1nc2c([nH]c3ccccc32)c(=O)n1-c1ccc(F)cc1)NCc1ccco1	3	1	-6	1	0	-35	-2	i	38	-12
18	Cc1cc(-c2ccc(N3C(=O)CCC3=O)c(C)c2)ccc1N1C(=O)CCC1=O	0	-16	-5	-2	-8	-17	0	i	4	27
19	CCOc1ccc2nc(NC(=O)COC)sc2c1	1	41	24	0	-8	-115	4	i	40	-97
20	CCOc1cc(N)c(Cl)cc1C(=O)NCC1CN(Cc2ccc(F)cc2)CCO1 (stereo unspecified)	·	10	14	·	-1	·	2	i	31	1
21	Cc1ccccc1C(=O)NC1CCCCCCC1	6	47	24	2	2	-115	1	i	4	-148
22	CN(c1ncc(C(F)(F)F)cc1Cl)N1C(=O)c2cccc([N+](=O)[O-])c2C1=O	3	0	7	0	1	22	0	i	15	3
23	CC(=O)N1CCCN(Cc2cn(-c3ccc(C)cc3)nc2-c2cccc(C)c2)CC1	0	16	4	2	-2	-22	-1	i	1	-1
24	O=C(CSc1nc2[nH]ncc2c(=O)[nH]1)Nc1ccc(Cl)cc1	·	-3	-8	·	-3	·	0	i	10	8
25	Cc1ccc(Cl)cc1NC(=O)N(C)CCO	-1	20	-7	-2	1	-9	-2	i	2	14
26	COCCn1c(SCC(=O)Nc2ccccc2OC)nnc1-c1ccco1	-4	-2	-6	-6	4	6	0	i	25	5
27	O=[N+]([O-])c1ccc(CSc2nc3ccccc3o2)cc1	0	117*	92	-4	3	-133	·	i	14	-133
28	COc1cc2cc(C(=O)N/N=C/c3cccc(OC)c3OC)[nH]c2cc1OC	4	7	-1	6	-2	-7	14	i	7	22
29	COc1ccccc1C(=O)NC(=O)COC(=O)c1ccc(Cl)cc1[N+](=O)[O-]	·	-7	4	·	1	·	-1	i	23	15
30	O=C1CCCC(=O)C1Sc1ccc(Cl)cc1	3	8	-5	3	2	-1	-1	i	13	-2
31	Cc1cccc(C)c1NC(=O)c1c(-c2ccccc2)noc1C	-2	-2	6	-3	3	-15	0	i	17	21
32	Cc1sc2ncnc(NCC(c3ccco3)N3CCCC3)c2c1C (stereo unspecified)	-2	7	4	-2	3	-26	-2	i	6	-2
33	COc1ccccc1NS(=O)(=O)c1cc(NC(=O)/C=C/c2cccs2)ccc1N1CCOCC1	-3	20	16	-22	0	-8	-1	i	15	-41
34	CCOC(=O)/C(=C\c1ccc(C)cc1)NC(=O)c1ccccc1	1	11	-1	2	1	-13	-3	i	15	2
35	COCCN(CCOC)S(=O)(=O)c1ccc(C(=O)Nc2ccc([N+](=O)[O-])cc2OC)cc1	6	-6	-5	9	3	-2	-1	i	21	9
36	C/C(=N\NC(=S)NC1CCCCC1)c1ccc(C)o1	20*	-7	-18	5	6	-41	-4	i	18	-20
37	COC(=O)[C@@H]1[C@@H](C)OC(=O)N[C@H]1c1ccccc1	-1	1	-6	-5	2	-28	-3	i	11	-13
38	O=C(O)C1CSC(c2ccncc2)N1 (stereo unspecified)	-2	-7	0	4	0	9	2	i	31	-41
39	O=[N+]([O-])c1ccc(CCn2ccnc2)cc1	5	-7	-1	4	1	-19	0	i	6	21
40	O=C(CCCCCN1C(=O)CCC1=O)Nc1ccc(Cl)c(C(F)(F)F)c1	-2	-4	6	0	3	-27	8	i	14	4
41	COc1ccc2[nH]c3nc(SCC(=O)Nc4ccc5c(c4)OCO5)nnc3c2c1	1	3	7	5	0	-33	1	i	19	-15
42	CC(C)c1ccc(OCCCCCN2CCOCC2)cc1	5	13	13	4	-1	-40	-2	i	-11	-37
43	CCOc1ccc(C(=O)NC(C(=O)NCc2cccnc2)C(C)C)cc1 (stereo unspecified)	-1	35	4	-5	-5	19	-3	i	17	1
44	C=CCN(c1ccccc1C(=O)NCC(=O)O)S(=O)(=O)c1ccc(C)cc1	1	13	-7	-6	0	-27	0	i	18	4
45	C=CCn1c(=S)[nH]c2nc3c(cc2c1=O)COC(C)(C)C3	0	-1	-7	-1	2	9	-3	i	6	3
46	CCOC(=O)C(CC)Sc1ccc2nnc(CCNS(=O)(=O)c3ccccc3)n2n1 (stereo unspecified)	1	-6	-5	2	2	-5	-3	i	16	24
47	CCc1c(C)sc(NC(=S)Nc2cccnc2)c1C(=O)OC	-2	-8	-1	0	0	-15	-3	i	26	-6
48	CC(C)C(=O)Nc1ncc2c(n1)CC(c1cccs1)CC2=O (stereo unspecified)	-4	10	-1	-3	-1	-18	·	i	17	23
49	COCC(=O)Nc1cc(C)cn(Cc2c(F)cccc2Cl)c1=O	8	-7	1	4	0	-26	1	i	-2	0
50	Cc1c(C(=O)NCc2cccnc2)oc2ccc(S(=O)(=O)N3CCCCCC3)cc12	2	-21	-1	5	1	-9	0	i	18	22
51	C=Cn1c(C(=O)O)ccc1-c1ccc(OC)cc1	-3	12	5	-2	1	-23	-4	i	41	12
52	O=C(CN1CC(=O)Oc2ccccc21)OCC(=O)c1ccc(F)cc1	2	34	24	2	2	-45	·	i	44	-49
53	Cc1cc(OCC(=O)NCc2cccnc2)ccc1[N+](=O)[O-]	-2	-9	-1	-1	-1	-19	1	i	20	-26
54	COc1ccc(-n2c(=S)[nH]c3cc(C(=O)N4CCN(c5ccccc5)CC4)ccc3c2=O)c(OC)c1	-3	-1	4	2	-1	12	-2	i	32	19
55	CCc1nc2oc3ccccc3c(=O)c2c(=O)n1Cc1ccccc1	-2	-7	-8	-4	-3	23	13	i	13	-8
56	CN(C(=O)c1cc2c(=O)n3ccccc3nc2s1)C1CCCCC1	1	40	23	4	-2	-100	-2	i	42	-42
57	CCCCCCC(C)OC(=O)Nc1cccc2ccccc12 (stereo unspecified)	-1	6	-10	4	-4	-13	-3	i	11	1
58	CCOC(=O)C(Cc1ccccc1)C(=O)Nc1ccc(N(CC)CC)cc1 (stereo unspecified)	1	2	-3	-6	8	-2	-19	i	19	17
59	COc1ccc2nc(SCC(=O)NC(C)(C)C)[nH]c2c1	1	-36	-27	2	3	-15	0	i	-3	-8
60	CCc1ccc(N(CC(=O)NCc2ccc(F)cc2)C(=O)c2csnn2)cc1	-6	1	11	1	-1	-34	1	i	30	-21

Next entries follow.
entry	molecule	HSP90 inh	HSF1 activator	HSF1 inh	IEC-6 tox	GSK3beta inhib	KLF5 inhibitor	GSK3A inh	PolyA inhibitor	AI-2 QS mod	aSyn UTR inh
61	COc1ccc(CCNC(=O)CNS(=O)(=O)c2ccc(F)c(Cl)c2)cc1OC	1	12	1	-7	0	-3	-2	i	32	6
62	O=C(Nc1ccc(-c2nc3cccnc3s2)cc1)c1ccco1	2	18	-2	2	-1	-95	0	i	21	-51
63	O=C(NCCCn1ccnc1)c1cc(-c2ccccc2)on1	1	52*	14	-2	-2	-131	-2	i	3	i
64	CCCN(CCC)c1nc2ccccc2nc1C(C#N)C(=O)OC(C)COC (stereo unspecified)	14	6	10	-3	2	-21	1	i	29	26
65	O=C(Nc1ccc(Cl)cc1Cl)C1CCCO1 (stereo unspecified)	-3	11	0	0	4	-38	-32	i	6	-6
66	Cc1ccc(C(=O)Nc2c(C)n(C)n(-c3ccccc3)c2=O)cc1S(=O)(=O)N1CCOCC1	0	-9	-6	-5	4	-16	-1	i	15	22
67	CC1CN(S(=O)(=O)c2cccc(C(=O)Nc3ccccc3N3CCCC3)c2)CC(C)O1 (stereo unspecified)	·	-6	2	·	-4	·	3	i	22	29
68	O=C(NCCOc1ccccc1)c1ccccc1[N+](=O)[O-]	-3	-2	-5	-11	1	-26	-1	i	20	-19
69	COc1cc(C2NC(=S)NC(C)=C2C(=O)Nc2cc(C)cc(C)c2)ccc1O (stereo unspecified)	1	-2	4	-1	-2	-17	-3	i	26	-6
70	COCC(=O)N1CCCC(C(=O)c2ccc(-c3ccccc3)cc2)C1 (stereo unspecified)	-4	10	-2	3	3	-50	-2	i	10	-20
71	CCCOc1ccc(CN2CCOCC2)cc1OC	4	-7	-4	8	0	-24	-3	i	18	6
72	CCOc1ccccc1N(CC(=O)NCCOC)C(=O)CCC(=O)Nc1ccccn1	-1	-3	-5	-6	1	-12	0	i	6	2
73	COc1ccc(-n2nnc3c(SCC(=O)NCc4ccco4)ncnc32)cc1	-2	47	40	1	4	-5	0	i	26	7

Screening data as filed in PubChem BioAssay.
